Screening results: PubChem, several laboratories
iPSC survival up: enhancers of human iPSC single-cell survival | hiPSC single-cell survival, ATPlite luminescence; 100% = ROCK inhibitor wells, 0% = DMSO | survival enhancement, % at 20 µM | 360,000 tested, 0.044% active; in the data active means survival enhancement above about 18%;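 further: cells exposed to compounds for 16 hours before the ATP read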
aDG glyco up: increases alpha dystroglycan glycosylation | Pro5-aDG cells, alpha-DG glycosylation AlphaScreen (IIH6); 0% Pro5, 100% B10-LARGE cell signal | activation, % at 10 µM | 360,000 tested, 0.22% active | AID 624168;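 active means activation of at least 8% versus controls, or a plate z-score of at least 8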;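 further: Pro5 are CHO cells carrying HIG-tagged alpha-DG that lacks glycosylation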
Shn3 inh set2: Schnurri-3 reporter inhibition in Clone20 osteoblasts. 360,000 tested, 0.52% active. AID 588674. inhibition, % at 12.5 µM. Clone20 osteoblast Shn3 3'UTR firefly luciferase, 24 h;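 active means mean inhibition of at least 75% with every replicate also reaching 75%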;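 further: 0% = median of neutral control wells and 100% = pilot-screen positive control compound; some compounds past the cut are filed as inactive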
CF NFkB block: inhibitors of cystic fibrosis induced NF-kB. inhibition, % at 5 µM. AID 588850. 360,000 tested, 0.86% active. KKLEB NF-kB-GFP reporter, PAF-induced, GFP fluorescence overnight;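 active means at least 50% inhibition at 5 µM, scaled per plate between neutral and stimulator controls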;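 further: PAF is a Pseudomonas aeruginosa culture filtrate used as stimulus; plate controls were PAF-stimulated DMSO wells for no effect and unstimulated DMSO wells for full effect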
KKLEB tox: counter-screen for CF NF-kB inhibitors: cytotoxicity. KKLEB CF airway cells viability, ATPlite luminescence, overnight; active compounds read low; cells stimulated with P. aeruginosa culture filtrate. activity change (cytotoxicity), % at 5 µM. 360,000 tested, 0.36% active;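 active means corrected activity change at or below -50% at 5 µM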
TWEAK Fn14 block: blocks TWEAK-Fn14 interaction in a reporter cell assay | TWEAK-stimulated Fn14 reporter cells, luciferase luminescence, 8 h | inhibition, % at 10 µM | 360,000 tested, 2% active | AID 1159606; in the data active means inhibition above about 50%
NR2E3 ag-1: activates human photoreceptor nuclear receptor NR2E3; Q9Y5X4; GST-NR2E3/biotin-RetCOR TR-FRET, 1536-well; inhibition of corepressor binding, % at 4.78 µM; 320,000 tested, 0.12% active; AID 2300;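 active means percent inhibition above the cutoff of mean plus 3 SD of all tested compounds, set per screening campaign, cut at about 20% in these data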;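 further: 0% = DMSO wells and 100% = biotin wells as full block of FRET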
Target sequence (Q9Y5X4 whole entry, looked up): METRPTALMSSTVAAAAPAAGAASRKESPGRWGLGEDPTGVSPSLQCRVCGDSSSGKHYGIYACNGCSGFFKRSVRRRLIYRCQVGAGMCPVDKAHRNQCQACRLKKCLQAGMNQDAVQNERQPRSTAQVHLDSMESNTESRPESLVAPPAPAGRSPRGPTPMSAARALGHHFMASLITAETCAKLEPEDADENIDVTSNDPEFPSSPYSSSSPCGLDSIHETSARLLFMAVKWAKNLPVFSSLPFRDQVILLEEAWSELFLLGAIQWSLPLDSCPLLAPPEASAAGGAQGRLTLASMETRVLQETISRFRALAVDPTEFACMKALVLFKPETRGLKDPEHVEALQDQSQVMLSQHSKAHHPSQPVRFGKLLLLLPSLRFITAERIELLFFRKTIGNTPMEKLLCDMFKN
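Format: 1536-well format; test system: GST-NR2E3 and biotin-RetCOR proteins; read-out basis: percent inhibition of TR-FRET ratio; timing: 5 h incubation at 4 °C; detection: time-resolved FRET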
TRPM1 prom inh: inhibitors of MITF-driven TRPM1 promoter in melanoma cells; AID 488899; SK-MEL-5 TRPM1 promoter luciferase, 24 h; 330,000 tested, 0.83% active; inhibition, % at 12.5 µM;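 active means mean inhibition across replicates of 60% or more, whatever share of single replicates reaches that level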; further: values of inactives mirror those of a sister screen read the other way
NR2E3 ag-2: activates human NR2E3 receptor | Q9Y5X4 | CHO-S Gal4-NCOR/VP16-NR2E3 two-hybrid, luciferase | inhibition of corepressor binding, % at 3.98 µM | 360,000 tested, 0.35% active | AID 602229;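 active means inhibition above the mean of all tested compounds plus 3 SD, cut at about 70% in these data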;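 further: 0% = DMSO with NR2E3 transfected cells and 100% = cells lacking NR2E3 construct; higher means lower luciferase signal from less NR2E3 corepressor binding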
Peg3 prom inh: Peg3 promoter activity inhibition | HeLa PEG-Prom luciferase reporter, luminescence, overnight | inhibition, % at 20 µM | 360,000 tested, 1.7% active | AID 588405;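 active means inhibition of at least 50% at 20 µM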
HIF-2a inh: blocks HIF-2a reporter activity; 786-0 RCC cells HIF-2a reporter, luciferase luminescence, overnight; inhibition, % at 18.8 µM; 360,000 tested, 0.72% active;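 active means inhibition of the luminescence signal of 40% or more relative to plate controls, in a single-dose primary screen at 18.75 µM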
Active calls of the source: *; nt = no result given.

SMILES	iPSC survival up	aDG glyco up	Shn3 inh set2	CF NFkB block	KKLEB tox	TWEAK Fn14 block	NR2E3 ag-1	TRPM1 prom inh	NR2E3 ag-2	Peg3 prom inh	HIF-2a inh
Cc1ccc(C(C(=O)NCC2CCCO2)N(C(=O)c2snc(C(N)=O)c2N)c2ccccc2F)o1 (centres undefined)	1.1	0.7	13	-11	5	17	4	-6	-26	9	0
CCOC(=O)C1CCN(Cc2ccc(O)c(OC)c2)CC1	0.8	4.5	-2	-20	5	13	-2	7	-10	14	11
O=C(NC(=S)Nc1ccc(F)cc1)C1CCCCC1	-0.4	0.1	-70	11	-1	-12	1	-53	-44	-138	-161
O=C(c1cc(COc2cccc(C(F)(F)F)c2)on1)N1C[C@@H]2CCC[C@H]1C2	-0.4	0.6	-3	-5	-4	-17	-3	-58	-61	-202	-181
CCN(C(=O)Cn1c(=O)oc2ccccc21)c1c(N)n(Cc2ccccc2)c(=O)[nH]c1=O	-0.3	1.5	-10	-7	-2	2	4	13	-3	-28	-6
CCS(=O)(=O)NCCc1csc(-c2cccnc2)n1	3.9	0.0	5	0	4	8	3	2	2	-3	7
CN1C(=O)C2(C(C#N)=C(N)N(c3cc(Cl)cc(Cl)c3)C3=C2C(=O)CC(C)(C)C3)c2ccccc21 (centres undefined)	0.7	0.2	2	15	0	3	3	36	9	7	12
O=C(CN1C(=O)c2ccccc2C1=O)N1CCN=C1c1ccccc1	-0.4	0.1	7	-5	-6	16	-2	4	-4	23	23
CN(C(=O)c1ccc(NC(=O)Cc2ccc(NC(=O)C3CCN(C(=O)c4ccccc4)CC3)cc2)cc1)C1CCCC1	0.6	0.0	4	-5	1	-7	nt	-1	-19	10	-13
CCOC(=O)C1=CN(Cc2ccco2)S(=O)(=O)NC1c1ccc(Br)cc1F (centres undefined)	-2.1	0.0	10	4	3	9	nt	4	7	4	9

5 compounds already listed, sorted by molecular weight, largest number first:
SMILES	iPSC survival up	aDG glyco up	Shn3 inh set2	CF NFkB block	KKLEB tox	TWEAK Fn14 block	NR2E3 ag-1	TRPM1 prom inh	NR2E3 ag-2	Peg3 prom inh	HIF-2a inh
CN(C(=O)c1ccc(NC(=O)Cc2ccc(NC(=O)C3CCN(C(=O)c4ccccc4)CC3)cc2)cc1)C1CCCC1	0.6	0.0	4	-5	1	-7	nt	-1	-19	10	-13
CCOC(=O)C1=CN(Cc2ccco2)S(=O)(=O)NC1c1ccc(Br)cc1F (centres undefined)	-2.1	0.0	10	4	3	9	nt	4	7	4	9
O=C(CN1C(=O)c2ccccc2C1=O)N1CCN=C1c1ccccc1	-0.4	0.1	7	-5	-6	16	-2	4	-4	23	23
CCS(=O)(=O)NCCc1csc(-c2cccnc2)n1	3.9	0.0	5	0	4	8	3	2	2	-3	7
O=C(NC(=S)Nc1ccc(F)cc1)C1CCCCC1	-0.4	0.1	-70	11	-1	-12	1	-53	-44	-138	-161

Next section:
SMILES	iPSC survival up	aDG glyco up	Shn3 inh set2	CF NFkB block	KKLEB tox	TWEAK Fn14 block	NR2E3 ag-1	TRPM1 prom inh	NR2E3 ag-2	Peg3 prom inh	HIF-2a inh
O=C(c1cc2ccc([N+](=O)[O-])cc2oc1=O)N1CCOCC1	1.8	-0.3	-30	-17	-14	8	4	15	0	9	15
Cc1cc(=O)oc2cc(OCC(=O)OCC(=O)Nc3ccc(C(C)C)cc3)ccc12	-0.7	-0.2	-32	-4	15	-24	-1	-18	-31	-27	-26
CCOC(=O)C1CCN(C(=O)CN2C(=O)c3ccccc3S2(=O)=O)CC1	-0.4	-0.2	8	15	8	1	-2	1	3	-40	-16
COc1ccc(N2C(=O)NC(NC(=O)C(C)(C)C)(C(F)(F)F)C2=O)cc1 (centres undefined)	-0.3	0.0	11	-3	6	3	1	11	-17	-7	9
O=[N+]([O-])c1ncccc1Oc1nc(-c2cccnc2)nc2ccccc12	-0.4	0.8	10	-23	-4	0	-2	10	8	5	-5
CCOC(=O)C1=C(CN2CCN(C(=O)c3ccco3)CC2)NC(=O)NC1c1ccc(OC(C)C)cc1 (centres undefined)	0.0	0.8	17	-19	17	4	-2	6	-4	16	14
NS(=O)(=O)c1ccc(NC(=O)c2ccc(S(=O)(=O)N3CCOCC3)o2)cc1	0.0	-0.1	nt	3	8	7	1	nt	-25	8	11
COC(=O)c1sccc1NC(=O)C1CCCCC1C(=O)O (centres undefined)	0.3	-0.2	-20	1	-4	7	-2	-4	-1	1	12
CNC(=O)c1sc(-c2ccccc2)nc1C	0.0	0.1	-12	-2	-1	0	0	-25	-31	-69	-105
COC(=O)CNC(=O)C12CC3CC(C1)CC(c1ccc(C)cc1)(C3)C2	-0.4	-0.6	10	-15	8	18	0	11	-30	3	6
CCC(C)[C@H](NC(=O)NCCC1=CCCCC1)C(=O)OC (some centres undefined)	-0.3	0.0	9	-8	6	-20	-2	-5	9	-3	-3
CCCOc1ccc(C(=O)NNC(=O)CCNC(=O)c2ccccc2Cl)cc1OC	1.7	-0.1	-6	-4	10	20	-3	5	-7	10	16
O=c1[nH][nH]c2c1[C@H](c1ccc(Cl)cc1)O[C@H](C1CCCCC1)C2	-0.6	0.0	nt	nt	nt	5	nt	nt	3	nt	-1
CCCCOc1c(Br)cc(/C=N/O)cc1OCC	-2.3	-0.1	11	16	-3	-2	0	-12	-24	11	10
CCC(=O)c1ccc(OCC(=O)O)c(OC)c1	2.8	-0.2	13	-6	6	2	-1	11	-16	11	14
CSc1ccccc1C(=O)Nc1nc2ccccc2[nH]1	-0.5	0.0	-59	-9	9	-26	6	-52	-64	-303	-279
CC(Oc1ccc(Cl)cc1)c1ccnn1S(=O)(=O)c1ccccc1 (centres undefined)	-4.0	0.2	5	14	2	-1	2	3	3	10	20
O=C(CN1CCOCC1)N1CCOCC1	5.1	-0.1	-3	-18	15	-7	nt	8	-7	-26	-21
CC1=C(C(=O)Nc2cccc(C(=O)NCC(C)c3ccccc3)c2)SCCO1 (centres undefined)	0.1	0.2	17	-27	-6	-17	nt	nt	-15	-15	-33
OCCN(Cc1ccccc1)Cc1ccc(Cl)cc1Cl	0.0	0.2	3	17	-3	-7	3	-2	-3	10	7
O=C(NNC(=O)c1cc(-c2cccnc2)nc2ccccc12)Nc1ccc(Cl)cc1	0.7	-0.3	-4	-15	2	13	1	-41	-74	-79	-186
CCN(CC)S(=O)(=O)c1ccc(F)cc1	1.1	0.2	-22	-10	15	-9	6	0	3	22	13
O=C(Nc1ccc(F)c(Cl)c1)C1CCN(c2ncnc3c2nc2n3CCCCC2)CC1	-0.3	0.3	56	13	-11	9	0	24	29	21	19
CCOc1cc(/C=N/NC(=O)COc2ccc(Cl)cc2)ccc1OS(=O)(=O)c1ccccc1	0.2	0.8	-3	22	11	54*	4	-10	-6	13	17
Cc1ccc(NC(=O)Cn2ncn3c(cc4ccccc43)c2=O)cc1F	0.3	0.0	-15	2	-2	-5	2	7	11	-1	15
Cc1cc(-c2ccc(S(=O)(=O)N3CCN(c4cccc(C)c4C)CC3)s2)on1	-0.3	0.0	21	8	7	8	0	17	-13	-8	9
Cc1ccc2cc(COC(=O)c3cccc([N+](=O)[O-])c3)c(=O)[nH]c2c1	0.8	0.0	-4	14	-4	-6	2	6	-11	2	1
CCOC(=O)c1[nH]c2ccccc2c1NC(=S)Nc1cccc(C)c1C	-1.0	0.0	-11	-2	-4	-4	-6	nt	-15	-46	-21
O=C(NNC(=S)NCC1CCCO1)c1ccc(S(=O)(=O)N2CCOCC2)cc1 (centres undefined)	0.9	0.0	4	6	5	27	2	9	-20	8	12
COc1ccc(CNC(=O)C/C(C)=N/NC(=O)COc2cccc(C)c2)cc1	1.8	-0.3	2	-6	7	0	5	10	-7	2	-2
COc1ccc(-n2c(-c3ccc(Br)cc3)c[n+]3c2SC(C)C3)cc1 (centres undefined)	-0.4	-0.1	53	-2	-9	8	2	51	-19	0	18
CCOC(=O)c1cc(-c2ccccc2)n(CCC(=O)NC(C)CC)c1C (centres undefined)	1.2	-0.1	3	6	5	-11	3	-4	4	12	-1
Cc1ccc(-n2[nH]c(C)c(/C=N/NC(=O)c3ccc(O)cc3O)c2=O)cc1	-0.6	-0.3	-10	5	3	-5	4	-15	-30	-87	-80
Cc1nc(C)c(-c2ccc(SCC(=O)Nc3ccc(F)cc3F)nn2)s1	0.0	0.2	8	5	4	-9	2	-13	-31	-6	-18
O=C(Nc1ccccc1)OCCOc1cccc(Br)c1	-0.2	-0.1	-9	4	-2	-20	-4	-2	-25	-22	-72
O=C(C1CCCN(Cc2ccc(Cl)cc2)C1)N1CCCCC1 (centres undefined)	-0.5	0.3	24	-14	2	-12	1	8	-18	6	16
COc1ccc(CNC(=O)C2CCCN(S(=O)(=O)c3c(C)nn(C)c3C)C2)cc1 (centres undefined)	-2.2	-0.1	8	-2	-1	-18	-2	6	-2	4	7
O=C(COc1ccccc1)NC1CCS(=O)(=O)C1 (centres undefined)	-0.7	0.2	-8	15	-16	3	0	18	2	3	13
CCOC(=O)c1c(CSc2ccccc2)n(C)c2ccc(O)cc12	-0.4	0.2	7	10	-4	-2	0	2	1	12	15
COc1[nH]c(/N=C/c2ccccc2)c(C#N)c1C#N	3.1	-0.3	1	10	-1	-9	1	-1	-10	-7	4
C=C1CCN([C@@H](Cc2ccccc2)C(=O)N2CCOCC2)S(=O)(=O)c2ccccc21	-1.2	0.3	14	-15	-7	-1	2	5	5	-2	-1
CS(=O)(=O)Nc1ccc(S(=O)(=O)N2CCOCC2)cc1	-0.1	0.0	-4	-13	-6	-8	0	2	-16	10	4
COCCNC(=O)C1CCCN(C(=O)c2cccnc2Oc2ccccc2)CC1 (centres undefined)	3.9	0.2	7	-1	24	-6	nt	nt	-27	6	8
CCOc1ccc(/C=C(/NC(=O)c2ccccc2)C(=O)NCCC(=O)O)cc1	5.2	0.1	-12	7	-3	-11	3	-1	4	15	3
COc1ccc(C(CNC(=O)COc2ccc(C)c(C)c2)N2CCCCC2)cc1 (centres undefined)	-0.5	2.4	10	12	-14	-7	0	-8	-20	-3	5
CSCC[C@@H](C(=O)NCCCCCCCCCCC(=O)N1CCN(C(=O)OC(C)(C)C)CC1)n1cc(CCO)nn1	8.7	0.0	22	12	-8	5	0	15	28	0	2
Cc1cccc(-n2ncc3c2CCCC3NC(=O)CCc2cccnc2)c1C (centres undefined)	-0.2	-0.2	3	14	3	-19	2	9	41	11	13
COc1cc(/C=C/C(=O)OCC(=O)N2CCCc3ccccc32)ccc1OC(F)F	0.2	-0.1	3	6	-22	-22	-1	-3	-23	15	0
COc1ccc(C(CNC(=O)c2ccc3c(c2)OCCO3)N(C)C)cc1 (centres undefined)	-0.1	0.0	-8	-2	-15	33	1	-27	-20	-21	-14
Cc1noc(NS(=O)(=O)c2ccc(NC(=O)c3nn(-c4ccc(F)cc4)ccc3=O)cc2)c1C	-0.4	-0.2	-3	2	-2	-2	2	5	-1	7	1
